MITF inh: MITF inhibitors, primary screen, biochemical, AlphaScreen, human; AlphaScreen MITF homodimerization, bead proximity signal; actives 0.91% (n = 650,000); AID 1259374, 2018; inhibition, % at 2.6 µM; in the data active = inhibition above about 50%;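 note: 0% = vehicle wells with protein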
TEAD-YAP inh: TEAD-YAP interaction inhibition, primary screen, TEAD-YAP interaction inhibitor project, luminescence, HEK-TIYL cells; TEAD-Gal4/YAP UAS-luciferase luminescence; inhibition, % at 9.12 µM; actives 1.4% (n = 640,000); AID 1259422, 2018; in the data active = inhibition above about 32%;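 note: 0% = median of test compound wells and 100% = reference inhibitor wells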
FBW7 activator: FBW7 E3 ligase activators, primary screen, biochemical, AlphaScreen, human; actives 0.13% (n = 650,000); normalized activity (activation), % at 26.1 µM; F-box/WD repeat-containing protein 7 (Homo sapiens), Q969H0; AlphaScreen FBW7–phospho-cyclin E peptide binding, activator screen; in the data active = normalized activity above about 1.9%;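 note: purified mutant Fbw7 with reduced substrate affinity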
Target sequence (Q969H0 whole entry, looked up): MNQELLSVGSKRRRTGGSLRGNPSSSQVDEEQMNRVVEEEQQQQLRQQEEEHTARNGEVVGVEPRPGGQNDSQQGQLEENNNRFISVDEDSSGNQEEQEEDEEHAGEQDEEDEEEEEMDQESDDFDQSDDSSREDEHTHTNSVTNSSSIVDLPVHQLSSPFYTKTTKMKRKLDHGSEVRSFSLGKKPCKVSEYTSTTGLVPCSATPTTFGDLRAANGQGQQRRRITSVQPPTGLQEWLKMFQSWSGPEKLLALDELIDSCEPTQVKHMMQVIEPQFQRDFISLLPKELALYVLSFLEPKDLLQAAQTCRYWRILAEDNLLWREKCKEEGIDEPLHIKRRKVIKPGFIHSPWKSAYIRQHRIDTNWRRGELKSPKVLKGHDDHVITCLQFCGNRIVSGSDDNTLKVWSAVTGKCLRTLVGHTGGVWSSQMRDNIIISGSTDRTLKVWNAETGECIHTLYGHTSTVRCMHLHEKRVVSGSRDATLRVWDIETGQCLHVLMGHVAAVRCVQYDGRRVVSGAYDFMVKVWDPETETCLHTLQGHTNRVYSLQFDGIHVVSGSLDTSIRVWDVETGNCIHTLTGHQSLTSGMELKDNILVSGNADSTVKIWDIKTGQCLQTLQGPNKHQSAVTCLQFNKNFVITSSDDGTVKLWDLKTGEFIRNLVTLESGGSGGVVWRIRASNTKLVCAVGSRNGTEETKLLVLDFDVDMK
GPR151 ag: activators of human GPR151, primary screen, cell-based, PathHunter beta-arrestin, luminescence | G-protein coupled receptor 151 (Homo sapiens), Q8TDV0 | PathHunter beta-arrestin GPR151 cells | activation, % at 11.2 µM | actives 1% (n = 650,000) | AID 1508602, 2020; in the data active = activation above about 4.9%;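 note: 0% = median of compound wells and 100% = cells with positive control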
Target sequence (Q8TDV0 whole entry, looked up): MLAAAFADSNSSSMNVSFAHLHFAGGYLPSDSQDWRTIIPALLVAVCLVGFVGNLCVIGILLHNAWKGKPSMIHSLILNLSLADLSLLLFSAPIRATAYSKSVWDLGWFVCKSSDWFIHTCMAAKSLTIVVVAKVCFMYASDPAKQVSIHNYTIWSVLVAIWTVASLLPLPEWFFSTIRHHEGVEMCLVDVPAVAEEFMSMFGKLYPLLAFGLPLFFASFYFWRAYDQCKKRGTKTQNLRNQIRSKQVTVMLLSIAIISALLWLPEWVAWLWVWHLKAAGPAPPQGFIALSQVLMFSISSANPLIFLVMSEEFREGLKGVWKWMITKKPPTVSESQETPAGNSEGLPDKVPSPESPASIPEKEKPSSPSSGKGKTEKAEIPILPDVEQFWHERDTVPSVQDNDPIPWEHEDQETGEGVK
* hit, by the source's call.

SMILES	MITF inh	TEAD-YAP inh	FBW7 activator	GPR151 ag
COc1ccccc1C(=O)N1N=C(C(F)(F)F)CC1(O)c1ccc([N+](=O)[O-])cc1 (centres undefined)	9	0	0.0	-0.1
C=CCOc1c(I)cc(C=C(C#N)C#N)cc1OC	11	-1	1.1	-1.7
OCCNCC(O)CN1c2ccccc2Sc2ccccc21 (centres undefined)	21	7	-0.1	-0.2
CCC1CN(CC(=O)NC(CCn2ccnc2)c2ccccc2)Cc2cc(OC)ccc2O1 (centres undefined)	10	2	0.1	-1.8
N#Cc1ccccc1Sc1ccccc1C(=O)O	13	1	0.0	0.0
COC(=O)Cn1cc(S(=O)(=O)NC2CCC(C)CC2)c2cc([N+](=O)[O-])ccc21 (centres undefined)	0	-1	0.1	0.8
CCc1cccc(NC(=O)CSc2ccsc2[N+](=O)[O-])c1	18	29	-0.2	-0.3
COc1cc(C=O)c(Br)cc1OCc1ccc([N+](=O)[O-])cc1	-2	-10	-0.3	-1.1
Cn1c(-c2ccc(CN3CCCCC3)o2)nc2ccccc21	-5	-46	0.2	-3.8
CCCOc1nnnn1-c1ccccc1	0	3	0.1	0.8
O=C(O)c1ccc2c(c1)S(=O)(=O)N=C1CCCCCN12	9	6	1.0	-0.4
Ic1ccc(Nc2nc(NCCN3CCOCC3)nc(N3CCOCC3)n2)cc1	-1	-8	-0.1	1.0
NC(=O)c1cc2c(ccc3ccccc32)oc1=Nc1ccc(-c2ccccc2)cc1	6	-3	0.2	1.6
COc1ccc(OCCCC(=O)Nc2ccc(S(N)(=O)=O)cc2)cc1	-9	5	0.2	1.7
COc1ccc2nc(N3C(=O)CC(C(C)c4ccccc4)C3=O)sc2c1 (centres undefined)	3	0	0.5	-0.8
COc1cc(C)c(Cl)cc1S(=O)(=O)N1CCCC1	17	7	0.0	-0.5
C/C(N)=C(/C#N)C(=O)COC(=O)c1c2c(nc3ccccc13)CCCC2	-1	-6	0.1	0.0
O=C(/C=C/c1cccc([N+](=O)[O-])c1)NC(=S)NNC(=O)c1cccs1	1	-4	0.0	-1.1
CCn1c(=O)c2c(n3c(SCCC(C)C)nnc13)-c1ccccc1CC21CCCCC1	5	-4	0.2	1.2
COc1ccc(NC(=O)C(C)(C)Oc2ccc(Cl)cc2)c(OC)c1	13	8	0.0	-0.7
O=C(COc1ccccc1[N+](=O)[O-])N/N=C/c1cc2c(cc1Br)OCO2	-14	-12	-0.1	1.0
COCCn1c(=NC(=O)CSCC(=O)Nc2nccs2)sc2ccccc21	7	-1	0.1	2.1
CCOc1ccc(/C(O)=C2\C(=O)C(=O)N(CCN(C)C)C2c2ccc(OC)c(OC)c2)c(C)c1 (centres undefined)	12	10	0.4	0.0
COc1cc(C(=O)Nc2ccc(F)cc2)c([N+](=O)[O-])cc1OC	-3	4	-0.1	0.0
COc1ccc2oc(=O)c(C(=O)O)cc2c1	-4	-4	0.1	4.9

Quoted from the listing.
`Ic1ccc(Nc2nc(NCCN3CCOCC3)nc(N3CCOCC3)n2)cc1` in FBW7 activator shows -0.1
`OCCNCC(O)CN1c2ccccc2Sc2ccccc21` (centres undefined) in FBW7 activator shows -0.1
`COC(=O)Cn1cc(S(=O)(=O)NC2CCC(C)CC2)c2cc([N+](=O)[O-])ccc21` (centres undefined) in GPR151 ag shows 0.8
`CCCOc1nnnn1-c1ccccc1` in MITF inh shows 0
`COc1ccc(NC(=O)C(C)(C)Oc2ccc(Cl)cc2)c(OC)c1` in TEAD-YAP inh shows 8

In the list so far, these contain fluorine:
SMILES	MITF inh	TEAD-YAP inh	FBW7 activator	GPR151 ag
COc1ccccc1C(=O)N1N=C(C(F)(F)F)CC1(O)c1ccc([N+](=O)[O-])cc1 (centres undefined)	9	0	0.0	-0.1
COc1cc(C(=O)Nc2ccc(F)cc2)c([N+](=O)[O-])cc1OC	-3	4	-0.1	0.0

(listing goes on)
SMILES	MITF inh	TEAD-YAP inh	FBW7 activator	GPR151 ag
CCn1c(=O)c2sccc2n2c(CCCC(=O)NCCc3ccccc3)nnc12	2	-1	-0.1	1.8
c1ccc(Nc2nc(N3CCOCC3)nc3nccnc23)cc1	-15	5	0.0	0.4
CCC(=O)Oc1ccc2ccccc2c1-c1c(OC(=O)CC)ccc2ccccc12	19	0	0.3	1.7
O=C(Nc1nnc(SCc2ccc(Br)cc2)s1)c1ccco1	9	2	-0.1	1.7
COc1ccc(-c2cc(C(=O)Nc3ccc(Oc4ccccc4)cc3)c3ccccc3n2)cc1OC	13	1	0.1	0.8
Cc1n[nH]c(=O)nc1NCc1ccc(Cl)cc1	10	5	-0.1	0.4
Cc1nn(Cc2c(Cl)cccc2Cl)c(C)c1[N+](=O)[O-]	-5	-4	-0.1	1.9
Cc1c(C(=O)NCc2ccc3c(c2)OCO3)sc2nc(-c3ccc(F)cc3)cn12	-2	-7	-0.2	0.5
O=C(Cn1nc(-c2ccccc2)ccc1=O)NCCN1CCN(Cc2ccccc2)CC1	-10	-10	-0.2	1.7
O=C(CSc1nc2ccccc2c(=O)n1C1CCCC1)c1ccc(F)cc1	-19	-7	-0.2	-0.9
COc1ccc(C(=O)NNC(=O)c2ccc(O)c(O)c2)cc1	2	1	0.3	1.3
COc1cc(OC)cc(C(=O)Nc2ccc3nn(-c4ccc(C)cc4)nc3c2)c1	5	-6	-0.1	-1.5
Cc1[nH]nc2c1C(c1ccccc1OCc1ccc(Cl)cc1)C(C#N)=C(N)O2 (centres undefined)	12	-21	0.1	0.2
CCOC(=O)CCN(Cc1cc(OC)ccc1OC)S(=O)(=O)c1cccc(Cl)c1	2	-2	0.1	3.9
Cc1ccc(SCC(=O)NCCN2C(=O)CSC2=O)cc1C	2	-9	-0.1	-1.1
COc1cc2c(c([N+](=O)[O-])c1)NC(C(C)C)C1CC=CC21 (centres undefined)	42	-8	-0.7	0.4
CCN(CC)C(C(=O)Nc1ccc2c(c1)OCO2)c1ccccc1 (centres undefined)	-4	4	-0.2	0.4
CCc1c(C)nc(SCC(=O)Nc2ccccc2OC)[nH]c1=O	-4	1	0.0	-0.3
FC(F)(F)c1ccc(Cn2cnc3c(NCCOc4ccccc4)nc(Nc4ccc(N5CCOCC5)cc4)nc32)cc1	8	-5	0.1	-0.3
O=C(OC1CCOC1=O)c1cc(Br)ccc1Cl (centres undefined)	-8	-1	0.8	-1.6
COc1ccc(S(=O)(=O)N(C)CC(=O)Nc2ccc(F)c(Cl)c2)cc1OC	6	-1	0.0	0.9
O=C(Cc1ccccc1)Nc1c2c(nn1-c1ccc(F)cc1)CSC2	1	7	0.1	2.1
Cc1cnc(Nc2cnccn2)nc1NCCc1ccc(O)cc1	15	36*	0.2	-1.4
O=C1/C(=C\c2ccc(-c3ccc([N+](=O)[O-])cc3)o2)SC(=S)N1CCS(=O)(=O)O	12	7	-1.5	4.3
O=C(O)/C(=C\c1ccc2c(c1)OCO2)NC(=O)c1cccc2ccccc12	-8	-6	-0.2	2.2
New compounds follow:
SMILES	MITF inh	TEAD-YAP inh	FBW7 activator	GPR151 ag
CCNC(=O)C1CC(=O)N(Cc2cccs2)C(=Nc2ccc(F)cc2)S1 (centres undefined)	-4	-4	-0.1	0.2
c1ccc(CN2CCC(Nc3nc(N4CCN(c5ccccn5)CC4)nc4c3ncn4C3CCCCC3)CC2)cc1	5	15	-0.2	0.4
Cc1c(C(=O)Nc2cccc(Cl)c2)oc2ccc(S(=O)(=O)N3CCCC3)cc12	1	-2	0.2	-0.8
COc1cc(CN2CCNC(=O)C2CC(=O)NCc2ccc(F)c(F)c2)cc(OC)c1 (centres undefined)	-3	6	-0.2	1.1
O=C(Nc1ccc(F)cc1F)N1CCc2ccccc2C1	10	-38	0.7	2.3
CCN(CC)S(=O)(=O)c1ccc(-c2csc(N3N=C(c4ccc(OC)cc4)CC3c3ccc(OC)cc3)n2)cc1 (centres undefined)	2	-7	0.1	-0.1
CCCn1cc(NC(=O)C2CC(c3cccc(Br)c3)=NO2)cn1 (centres undefined)	2	0	0.0	0.2
CC(C)(CO)NCC(O)Cn1c2ccc(Cl)cc2c2cc(Cl)ccc21 (centres undefined)	1	-7	-0.5	-1.1
COc1ccc2c(c1)OC(C)CN(CCCSC)C2 (centres undefined)	6	12	0.5	0.1
CCCC(=O)NC1=C(C#N)C2(CCCC2)Cc2ccccc21	0	6	-0.1	-0.3
O=C1CC2(CCN(S(=O)(=O)c3cccs3)CC2)Oc2ccccc21	6	10	0.0	1.9
CN1CCN(c2ccc(-c3cc(C(=O)NCCOc4ccccc4)ccn3)cc2)CC1	7	-20	0.0	-2.2
COC(=O)N/N=C1/C(=O)c2cccc3cccc1c23	10	-2	0.3	-0.5
CCCCCCOc1ccc(OC(=O)c2ccc(Br)o2)cc1	-4	-1	0.1	1.5
CC(CCc1ccccc1)NC(=O)CSc1nnc(-c2ccco2)o1 (centres undefined)	6	-8	0.1	0.6
COc1ccc(C(=O)Oc2coc(CSc3nccn3C)cc2=O)cc1OC	6	-6	0.0	1.4
CCOC(=O)c1sc(N=NC2=C(O)CCCC2=O)c(C(=O)OCC)c1C	35	-9	0.0	0.9
S=C1NC2(CCCC2)N=C1c1ccccc1	1	-42	0.2	2.9
COc1ccc(/C=C/C(=O)c2ccc(S(=O)(=O)NCc3cccnc3)cc2)cc1	19	35*	-0.1	0.0
CCOc1ccccc1N(C)C(=O)c1cn(-c2ccc(OC)cc2)c(=O)c2ccccc12	5	-15	-0.2	-0.8
C/C(Cl)=C/Cn1c(Nc2ccc(C)cc2)nc2c1c(=O)n(C)c(=O)n2C	0	-11	0.1	0.8
COc1cc(CNc2ccnc3c(-c4ccccc4)cnn23)cc(OC)c1OC	-11	0	-0.1	-1.3
COc1ccc(Cl)cc1Nc1nc(-c2cc(OC)c(OC)c(OC)c2)nc2ccccc12	-17	7	-0.1	0.3
COC(=O)c1ccc(NC(=O)CN(Cc2ccccc2)S(=O)(=O)c2ccc(OC)cc2)cc1	-2	9	-0.1	0.1
COc1ccc(-c2nnc(-c3cc(OC)c(OC)c(OC)c3)o2)cc1	10	-12	-0.1	0.2
Additional results follow:
SMILES	MITF inh	TEAD-YAP inh	FBW7 activator	GPR151 ag
c1cn2c(-c3ccoc3)cnc2c(Nc2ccc(N3CCOCC3)cc2)n1	-2	-5	0.0	0.2
COc1ccc(C2C=C(c3ccc(C)c(C)c3)Nc3ncnn32)cc1 (centres undefined)	-1	-56	-0.1	-1.6
Nc1cc(-c2ccc(Cl)cc2)nn1S(=O)(=O)c1cccc([N+](=O)[O-])c1	12	-2	0.1	1.8
CCOC(=O)N1CCOCCOCCN(C(=O)OCC)CCOCCOCC1	-3	0	0.2	0.0
Cc1ccc2oc(=O)cc(CN3CC(C)OC(C)C3)c2c1 (centres undefined)	-2	-19	-0.1	2.0
COCCNC(=O)[C@@H](NC(=O)c1ccc(Cl)cc1)C(C)C	4	4	-0.1	1.4
CCOC(=O)c1ccc(N2C(=O)C3C4C=CC(CC4)C3C2=O)cc1 (centres undefined)	-9	-19	0.0	-0.2
COC(=O)CSc1cc(C)nc(NC(C)=O)n1	18	-11	1.1	-0.1
Clc1ccccc1-c1nnc(SCc2ccccc2)o1	-5	-47	0.1	-1.1
COc1cc(C(=O)Nc2c3c(nn2-c2ccc(Cl)cc2)CSC3)cc(OC)c1OC	5	-7	0.6	1.4
Cc1sc(NC(=O)c2cc3ccccc3o2)c(C#N)c1C	-4	-57	0.1	0.0
O=C(c1ccc(SCc2ccncc2)c([N+](=O)[O-])c1)N1CCCCCC1	12	1	-0.1	-6.4
COc1ccc(CN2CCN(S(=O)(=O)c3cccs3)CC2)c(OC)c1OC	-1	-1	0.0	0.7
N#Cc1nc(-c2ccc(F)cc2)oc1N1CCN(Cc2ccccc2)CC1	9	9	0.1	-0.9
CCN(Cc1cnn(C)c1)C(=O)CCc1nnc(CCCc2ccccc2)o1	-5	-43	0.0	1.0
Cc1cc(C)c(C(=O)N2CCC[C@@H]3CN(Cc4ccsc4)CC[C@H]32)[nH]1	8	14	0.0	0.3
CCC(C)NC(=O)CSc1c2c(nc3ccccc13)CCC2 (centres undefined)	6	-5	-0.2	0.7
CC(O)CSc1nc2c(c(=O)[nH]c(=O)n2C)n1C (centres undefined)	9	1	0.0	2.9
CCCOc1ccc(C2C(=O)N(C3CCCCCC3)CC(=O)N2CCC)cc1OC (centres undefined)	-3	-1	-0.1	2.3
C[C@@H]1NC(=O)[C@H]2CN(CCc3ccccc3)CCN2C1=O	5	-15	0.8	-1.8
CC(C)C(C(=O)Nc1ccccc1F)N1C(=O)c2ccccc2C1=O (centres undefined)	0	3	0.0	0.0
Cc1ccccc1CSc1nc2nc(C)c(Cc3cccc(Cl)c3)c(C)n2n1	5	-10	0.1	-0.7
O=C1NC(=S)S/C1=C\c1ccc(I)cc1	3	-4	0.0	2.2
O=C(c1ccc(F)c(F)c1)N1CCc2nc(N3CCOCC3)[nH]c(=O)c2C1	14	3	1.5	-1.9
O=C(CCCn1nnc2ccccc2c1=O)N1CCC(Cc2ccccc2)CC1	-2	3	-0.1	0.5

Shown as a markdown table: three of the compounds above
| Compound | MITF inh | TEAD-YAP inh | FBW7 activator | GPR151 ag |
| --- | --- | --- | --- | --- |
| Cc1ccccc1CSc1nc2nc(C)c(Cc3cccc(Cl)c3)c(C)n2n1 | 5 | -10 | 0.1 | -0.7 |
| O=C1NC(=S)S/C1=C\c1ccc(I)cc1 | 3 | -4 | 0.0 | 2.2 |
| O=C(c1ccc(F)c(F)c1)N1CCc2nc(N3CCOCC3)[nH]c(=O)c2C1 | 14 | 3 | 1.5 | -1.9 |

Screening results as filed in PubChem.
